M4 ag: CHRM4 agonism in calcium assay; P08173; CHO-K1 hM4/Gqi5, Fluo-8 calcium fluorescence; vehicle 0%, full acetylcholine response 100%; activation, % at 3 µM; 360,000 tested, 0.14% active; AID 624127;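 active = activation above the run mean over all test wells plus 3 SD, cut at about 32% in these data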;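 also: peak over basal fluorescence ratio per well then scaled between controls; 0% = DMSO wells and 100% = acetylcholine at EC100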
Target sequence (P08173 whole entry, looked up): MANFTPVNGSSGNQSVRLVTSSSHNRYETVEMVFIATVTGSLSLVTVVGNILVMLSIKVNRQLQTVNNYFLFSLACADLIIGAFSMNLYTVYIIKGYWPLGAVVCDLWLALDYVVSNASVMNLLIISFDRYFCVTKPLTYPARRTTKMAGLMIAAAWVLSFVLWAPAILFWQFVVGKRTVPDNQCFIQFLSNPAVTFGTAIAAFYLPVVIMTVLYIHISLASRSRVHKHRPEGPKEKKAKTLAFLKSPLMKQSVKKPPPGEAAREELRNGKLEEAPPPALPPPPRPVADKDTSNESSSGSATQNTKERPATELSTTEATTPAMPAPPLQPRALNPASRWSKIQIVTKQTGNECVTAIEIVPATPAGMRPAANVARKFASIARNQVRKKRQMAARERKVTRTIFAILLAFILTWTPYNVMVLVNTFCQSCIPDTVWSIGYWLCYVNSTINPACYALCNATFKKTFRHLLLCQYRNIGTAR
M1 PAM parental: nonselective activator or artifact in parental CHO-K1 calcium assay. ATP EC20, Fluo-8 calcium fluorescence; 0% at ATP EC20, 100% at ATP max. activation, % at 3 µM. 360,000 tested, 0.02% active. AID 602247;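 active = activation above the run cutoff, the mean activation of all test compounds plus 3 SD, cut at about 40% in these data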;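 also: peak over basal fluorescence ratio in a 140 s read after ATP addition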
CHO-K1 Ca ag: counter-screen for M1 agonists: effect in parental CHO-K1 cells | activation, % at 3 µM | AID 602248 | Fluo-8 calcium fluorescence; scaled to maximal ATP response, vehicle zero | 360,000 tested, 0.48% active; in the data active = activation above about 15%;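 also: untransfected CHO-K1 host cells lacking M1 receptor as counterscreen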
M5 ag: agonists of human muscarinic M5 receptor (CHRM5); P08912; CHO-K1 hM5 cells, Fluo-8 calcium fluorescence; 0% DMSO wells, 100% maximal acetylcholine response; activation, % at 3 µM; 360,000 tested, 0.19% active;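 active = activation above the run's mean over test compounds plus 3 SD, cut at about 23% in these data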;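 also: signal is peak over basal fluorescence ratio across the kinetic read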
Target sequence (P08912 whole entry, looked up): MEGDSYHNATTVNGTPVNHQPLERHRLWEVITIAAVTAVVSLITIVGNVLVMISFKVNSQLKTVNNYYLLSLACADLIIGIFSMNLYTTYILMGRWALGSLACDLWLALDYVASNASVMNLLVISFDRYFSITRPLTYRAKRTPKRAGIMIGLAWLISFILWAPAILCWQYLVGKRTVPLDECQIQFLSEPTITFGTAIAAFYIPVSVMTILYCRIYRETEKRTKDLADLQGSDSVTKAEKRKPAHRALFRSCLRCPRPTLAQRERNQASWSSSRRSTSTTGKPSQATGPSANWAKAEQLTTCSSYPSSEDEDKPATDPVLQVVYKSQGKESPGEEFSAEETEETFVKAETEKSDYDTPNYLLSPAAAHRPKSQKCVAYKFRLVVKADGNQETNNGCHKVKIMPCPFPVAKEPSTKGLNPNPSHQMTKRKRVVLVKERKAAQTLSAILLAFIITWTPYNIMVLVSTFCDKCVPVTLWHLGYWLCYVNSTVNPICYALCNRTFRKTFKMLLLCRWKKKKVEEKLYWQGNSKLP
CHRM4 antagonist: blocks acetylcholine activation of human M4 receptor; P08173; inhibition, % at 3 µM; CHO-hM4 cells, ACh EC80, Fluo-8 calcium fluorescence; AID 624125; 360,000 tested, 0.73% active;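 active = inhibition above its plate's cutoff, the mean inhibition of sample wells plus 3 SD, cut at about 27% in these data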;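 also: 0% = acetylcholine EC80 with DMSO and 100% = DMSO without agonist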
M5 antag: antagonists of human muscarinic M5 receptor (CHRM5). 360,000 tested, 0.59% active. P08912. inhibition, % at 3 µM. CHO-hM5 cells, Fluo-8 calcium fluorescence, ACh EC80;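 active = inhibition above a per-plate cutoff, the mean of that plate's test compounds plus 3 SD, cut at about 27% in these data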;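 also: 0% = acetylcholine EC80 with DMSO and 100% = DMSO without agonist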
CHO-K1 Ca antag: nonselective inhibitor or artifact in parental CHO-K1 cells | inhibition, % at 3 µM | ATP-induced calcium, Fluo-8 fluorescence | 360,000 tested, 0.6% active;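 active = inhibition above a per-plate cutoff, the plate's mean sample inhibition plus 3 SD, cut at about 24% in these data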;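 also: 0% = DMSO plus EC80 ATP and 100% = DMSO alone without ATP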
M5 PAM: potentiates acetylcholine response at human M5 receptor; CHO-K1 hM5, Fluo-8 calcium, ACh EC20 PAM; 0% = ACh EC20, 100% = ACh EC100; activation, % at 3 µM; 360,000 tested, 0.3% active; AID 624038;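 active = activation above the run cutoff, the mean activation of all test compounds plus 3 SD, cut at about 18% in these data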
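Test system: CHO-K1 hM5 cells / Doses: single-point, 3 µM nominal / Times: Post-acetylcholine fluorescence recording 140 s / Technique: Fluo-8 calcium fluorescence / Measure: Max/basal fluorescence ratio as % of EC20–EC100 ACh window / Benchmarks: low control EC20 acetylcholine (0%), high control EC100 acetylcholine (100%) / Replicates: one well per compound, no replicates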
CHRM4 PAM: CHRM4 positive allosteric modulation | CHO-K1 hM4/Gqi5, Fluo-8 calcium fluorescence, ACh EC20; 0% = ACh EC20, 100% = maximal ACh | AID 624126 | 360,000 tested, 0.4% active | P08173 | activation, % at 3 µM;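 active = activation above its plate's cutoff, the mean activation of sample wells plus 3 SD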; also: some results filed as inactive read as strong as hits
* marks the source's active call; other numbers are inactive results. Outcome played no part in choosing rows (roughly 2.7% active in at least one column).

`COc1ccc(C2C=C(C)Nc3ncnn32)cc1` (stereo unspecified) gave M4 ag 1, M1 PAM parental -1, CHO-K1 Ca ag -0.1, M5 ag -1, CHRM4 antagonist 3, M5 antag 5, CHO-K1 Ca antag -2, M5 PAM 0 and CHRM4 PAM -9.
CC(=O)c1ccc(N2CCN(C(=O)CCCn3c(=O)[nH]c4ccccc4c3=O)CC2)cc1 was read as M4 ag 17, M1 PAM parental 8, CHO-K1 Ca ag 7.8, M5 ag 2, CHRM4 antagonist -10, M5 antag 5, CHO-K1 Ca antag -14, M5 PAM -10 and CHRM4 PAM -11.
For CN1CCN(CCc2cn3ncc(C#N)c3nc2-c2ccc(F)cc2)CC1 the results were M4 ag 2, M1 PAM parental 8, CHO-K1 Ca ag 0.7, M5 ag 3, CHRM4 antagonist -21, M5 antag -2, CHO-K1 Ca antag -14, M5 PAM 14 and CHRM4 PAM 13.
`COc1cccc(-c2cnc3c(NC=O)cc(-c4ccccc4Oc4ccccc4)cn23)c1` gave M4 ag 0, M1 PAM parental 26, CHO-K1 Ca ag 0.6, M5 ag -2, CHRM4 antagonist 1, M5 antag 10, CHO-K1 Ca antag -4, M5 PAM -8 and CHRM4 PAM 2.
COc1cc(OC)c(S(=O)(=O)N2CCOCC2)cc1S(=O)(=O)N1CCOCC1 was read as M4 ag 1, M1 PAM parental -23, CHO-K1 Ca ag 0.2, M5 ag -3, CHRM4 antagonist 2, M5 antag 4, CHO-K1 Ca antag 14, M5 PAM 3 and CHRM4 PAM 0.
COc1ccc(C2CC(c3ccccc3)=NN2C(=O)COC(=O)C2(C)CC2(Cl)Cl)cc1 (stereo unspecified) was read as M4 ag -1, M1 PAM parental -9, CHO-K1 Ca ag -0.2, M5 ag -2, CHRM4 antagonist 8, M5 antag -2, CHO-K1 Ca antag 9, M5 PAM -4 and CHRM4 PAM -11.
For COc1cc(C#N)ccc1OCC(=O)Nc1cccc(S(=O)(=O)N2CCCC2)c1 the results were M4 ag 8, M1 PAM parental 5, CHO-K1 Ca ag 2.9, M5 ag -2, CHRM4 antagonist -5, M5 antag 1, CHO-K1 Ca antag -8, M5 PAM 4 and CHRM4 PAM -4.
`Cc1cccc(OCc2nnc(SCC(=O)N3c4ccccc4CC3C)n2C)c1C` (stereo unspecified) gave M4 ag 1, M1 PAM parental 13, CHO-K1 Ca ag 1.6, M5 ag -13, CHRM4 antagonist -6, M5 antag -5, CHO-K1 Ca antag 4, M5 PAM -8 and CHRM4 PAM -3.
For CCCn1cc(CN2CCC(Cc3ccccc3)(C(=O)OCC)CC2)c(C)n1 the results were M4 ag 3, M1 PAM parental 16, CHO-K1 Ca ag 1.2, M5 ag -6, CHRM4 antagonist 2, M5 antag -5, CHO-K1 Ca antag -2, M5 PAM -1 and CHRM4 PAM -7.
`CCOC(=O)C(Cc1ccc(NC(=O)/C(=C/c2ccc(OC(C)=O)cc2)NC(C)=O)cc1)N1C(=O)c2ccccc2C1=O` (stereo unspecified) gave M4 ag 11, M1 PAM parental 7, CHO-K1 Ca ag 3.9, M5 ag 3, CHRM4 antagonist 7, M5 antag 11, CHO-K1 Ca antag 8, M5 PAM -13 and CHRM4 PAM -10.
O=C(OC1CCCC1)c1ccc(Cl)cc1Cl was read as M4 ag 1, M1 PAM parental -23, CHO-K1 Ca ag -0.5, M5 ag 6, CHRM4 antagonist -11, M5 antag 8, CHO-K1 Ca antag 14, M5 PAM -7 and CHRM4 PAM 11.
`NNC(=O)CCCCCCCCCCOCCCCO` gave M4 ag 6, M1 PAM parental -10, CHO-K1 Ca ag 6.4, M5 ag 6, CHRM4 antagonist -8, M5 antag 4, CHO-K1 Ca antag 4, M5 PAM -12 and CHRM4 PAM -11.
Screening CCN(CC)CCC=C(c1cccs1)c1cccs1 returned M4 ag 3, M1 PAM parental 2, CHO-K1 Ca ag -0.5, M5 ag -10, CHRM4 antagonist 47*, M5 antag 28*, CHO-K1 Ca antag -7, M5 PAM -36 and CHRM4 PAM -16.
`C/C(CC(=O)NCc1ccc(Cl)cc1)=N\NC(=O)Cc1ccccc1` gave M4 ag 2, M1 PAM parental 20, CHO-K1 Ca ag 0.7, M5 ag -2, CHRM4 antagonist 4, M5 antag 3, CHO-K1 Ca antag -3, M5 PAM 0 and CHRM4 PAM 3.
O=C(CN1CCN(S(=O)(=O)c2ccccc2)CC1)Nc1ccc(Cl)cn1 was read as M4 ag 3, M1 PAM parental -6, CHO-K1 Ca ag 2.7, M5 ag -1, CHRM4 antagonist 6, M5 antag 1, CHO-K1 Ca antag -10, M5 PAM -6 and CHRM4 PAM -6.
For Cc1cccc(NC(=O)CCC(=O)N/N=C/c2cc([N+](=O)[O-])ccc2O)c1 the results were M4 ag 1, M1 PAM parental 8, CHO-K1 Ca ag -0.2, M5 ag -1, CHRM4 antagonist 2, M5 antag -6, CHO-K1 Ca antag 4, M5 PAM 5 and CHRM4 PAM 6.
Cc1cc(C)c(OCCN(C)C)c(Cl)c1 was read as M4 ag 0, M1 PAM parental 22, CHO-K1 Ca ag 1.4, M5 ag -8, CHRM4 antagonist -1, M5 antag 7, CHO-K1 Ca antag -19, M5 PAM 8 and CHRM4 PAM 5.
For CCN1CCN(c2ccc(S(=O)(=O)N3CCOCC3)cc2NC(=O)/C=C/c2ccc(OC)cc2OC)CC1 the results were M4 ag 0, M1 PAM parental 0, CHO-K1 Ca ag 1.1, M5 ag -5, CHRM4 antagonist -3, M5 antag -3, CHO-K1 Ca antag -3, M5 PAM 9 and CHRM4 PAM 3.
O=C(CCNC(=O)c1ccccc1Cl)Nc1ccc(S(=O)(=O)Nc2ncccn2)cc1 was read as M4 ag 1, M1 PAM parental -3, CHO-K1 Ca ag 0.1, M5 ag 1, CHRM4 antagonist -2, M5 antag 4, CHO-K1 Ca antag -5, M5 PAM 5 and CHRM4 PAM 8.
`CCn1c(=O)c2cc(C(=O)NC(C)C)sc2c2ccccc21` gave M4 ag 7, M1 PAM parental 2, CHO-K1 Ca ag 2.1, M5 ag 3, CHRM4 antagonist 3, M5 antag 5, CHO-K1 Ca antag -13, M5 PAM -2 and CHRM4 PAM -5.
`CCOc1ccc(S(=O)(=O)NCCC(=O)NCCOc2ccccc2OC)cc1` gave M4 ag 2, M1 PAM parental 3, CHO-K1 Ca ag 0.6, M5 ag -3, CHRM4 antagonist -1, M5 antag -6, CHO-K1 Ca antag -5, M5 PAM 3 and CHRM4 PAM 4.
CC(CNC(=O)CN1C(=O)C(=O)N(C2CCCC2)C1=O)c1ccccc1 (stereo unspecified) was read as M4 ag 2, M1 PAM parental 3, CHO-K1 Ca ag 4.3, M5 ag 2, CHRM4 antagonist 0, M5 antag 5, CHO-K1 Ca antag -9, M5 PAM -8 and CHRM4 PAM -1.
CCn1nc(C)c(CN2CCN(Cc3ccc(OC)c(C)c3C)C(CCO)C2)c1C (stereo unspecified) was read as M4 ag 0, M1 PAM parental 7, CHO-K1 Ca ag -0.2, M5 ag -3, CHRM4 antagonist 1, M5 antag 18, CHO-K1 Ca antag 0, M5 PAM -4 and CHRM4 PAM -3.
CC(C)c1ccc(S(=O)(=O)N2CCN(C(=O)CCNS(=O)(=O)c3ccccc3F)CC2)cc1 was read as M4 ag 10, M1 PAM parental 4, CHO-K1 Ca ag 5.6, M5 ag 3, CHRM4 antagonist -11, M5 antag -8, CHO-K1 Ca antag -4, M5 PAM -1 and CHRM4 PAM -7.
Screening COC(=O)c1ccc(NC2c3ncccc3C(=O)N2Cc2cccs2)cc1 (stereo unspecified) returned M4 ag 0, M1 PAM parental -11, CHO-K1 Ca ag -0.3, M5 ag 1, CHRM4 antagonist -3, M5 antag 1, CHO-K1 Ca antag 8, M5 PAM 0 and CHRM4 PAM -4.
Screening COc1ccc(Cl)cc1NC(=O)CN(C)C(=O)Cc1ccc(-c2ccccc2)cc1 returned M4 ag 2, M1 PAM parental 11, CHO-K1 Ca ag 1.2, M5 ag -1, CHRM4 antagonist 0, M5 antag 3, CHO-K1 Ca antag -16, M5 PAM -3 and CHRM4 PAM 7.
Screening O=C(CCC(=O)NC12CC3CC(CC(C3)C1)C2)NC1CCCCC1 returned M4 ag 1, M1 PAM parental 12, CHO-K1 Ca ag -0.1, M5 ag 1, CHRM4 antagonist 1, M5 antag 2, CHO-K1 Ca antag -2, M5 PAM 3 and CHRM4 PAM 5.
Screening CC(C)OC(=O)c1nnn(-c2nonc2N)c1CN1CCc2ccccc2C1 returned M4 ag -1, M1 PAM parental 26, CHO-K1 Ca ag 0.7, M5 ag -1, CHRM4 antagonist -3, M5 antag 13, CHO-K1 Ca antag -10, M5 PAM -3 and CHRM4 PAM -2.
For COc1ccc(Nc2ncnc3sccc23)cc1OC the results were M4 ag 1, M1 PAM parental 3, CHO-K1 Ca ag 0.1, M5 ag -2, CHRM4 antagonist 2, M5 antag 9, CHO-K1 Ca antag -11, M5 PAM -7 and CHRM4 PAM 0.
`Cc1c(OCC(=O)NCC(O)c2ccccc2)ccc2c3c(c(=O)oc12)CCCC3` (stereo unspecified) gave M4 ag 12, M1 PAM parental 4, CHO-K1 Ca ag 9.4, M5 ag 1, CHRM4 antagonist -8, M5 antag 17, CHO-K1 Ca antag -15, M5 PAM -8 and CHRM4 PAM -5.
`Cc1ccc(Cl)cc1N1CCN(C(=O)CCS(=O)(=O)c2ccc3c(c2)NC(=O)CO3)CC1` gave M4 ag 22, M1 PAM parental -17, CHO-K1 Ca ag 15*, M5 ag 7, CHRM4 antagonist 22, M5 antag 13, CHO-K1 Ca antag 5, M5 PAM -13 and CHRM4 PAM -13.

Five successive records from above, quoted:
Screening O=C(CCC(=O)NC12CC3CC(CC(C3)C1)C2)NC1CCCCC1 returned M4 ag 1, M1 PAM parental 12, CHO-K1 Ca ag -0.1, M5 ag 1, CHRM4 antagonist 1, M5 antag 2, CHO-K1 Ca antag -2, M5 PAM 3 and CHRM4 PAM 5.
Screening CC(C)OC(=O)c1nnn(-c2nonc2N)c1CN1CCc2ccccc2C1 returned M4 ag -1, M1 PAM parental 26, CHO-K1 Ca ag 0.7, M5 ag -1, CHRM4 antagonist -3, M5 antag 13, CHO-K1 Ca antag -10, M5 PAM -3 and CHRM4 PAM -2.
For COc1ccc(Nc2ncnc3sccc23)cc1OC the results were M4 ag 1, M1 PAM parental 3, CHO-K1 Ca ag 0.1, M5 ag -2, CHRM4 antagonist 2, M5 antag 9, CHO-K1 Ca antag -11, M5 PAM -7 and CHRM4 PAM 0.
`Cc1c(OCC(=O)NCC(O)c2ccccc2)ccc2c3c(c(=O)oc12)CCCC3` (stereo unspecified) gave M4 ag 12, M1 PAM parental 4, CHO-K1 Ca ag 9.4, M5 ag 1, CHRM4 antagonist -8, M5 antag 17, CHO-K1 Ca antag -15, M5 PAM -8 and CHRM4 PAM -5.
`Cc1ccc(Cl)cc1N1CCN(C(=O)CCS(=O)(=O)c2ccc3c(c2)NC(=O)CO3)CC1` gave M4 ag 22, M1 PAM parental -17, CHO-K1 Ca ag 15*, M5 ag 7, CHRM4 antagonist 22, M5 antag 13, CHO-K1 Ca antag 5, M5 PAM -13 and CHRM4 PAM -13.

Source: PubChem BioAssay (The Scripps Research Institute Molecular Screening Center)
